Source: PubChem BioAssay (several laboratories)
HTR5A ag = HTR5A agonists in luminescence cell assay, primary screen, counter-screen for OPRM1-OPRD1 heterodimer agonist project, full-deck HTS | activation, % at 9.3 µM | cell-based | 5-hydroxytryptamine receptor 5A (Homo sapiens), P47898 | hit rate 0.61% among 340,000; in the data active = activation mostly above about 9.5%, no sharp cut-off; inactive = mostly below about 7.6%;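 note: 0% = cells with vehicle only and 100% = reference agonist; strong numbers were not always called active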
Rtt109 Vps75 = inhibitors of C. albicans Rtt109/Vps75 HAT, primary screen, biochemical, ThioGlo CoA-SH fluorescence, plate reader; purified Rtt109/Vps75, 4 h; hit rate 0.16% among 330,000; inhibition, % at 34.9 µM;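 active = inhibition of at least 50% in every replicate; inconclusive = best replicate reaches 50% inhibition but some replicates fall short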
dFosB act = activators of delta FosB homodimer, primary screen, biochemical, fluorescence polarization, TAMRA-CDK5 oligo, single point. activation, % at 25 µM. Protein FosB (Mus musculus), P13346. purified delta FosB; percent of positive-control signal above neutral wells. hit rate 0.99% among 340,000;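 active = mean activation above about 17%, with every replicate also reaching it, limit read from the data, passing the limit was not always enough; inconclusive = only one of the two conditions met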;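 note: fluorescence polarization rise as delta FosB binds a TAMRA Cdk5 AP-1 oligo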
Target sequence (P13346 whole entry, looked up): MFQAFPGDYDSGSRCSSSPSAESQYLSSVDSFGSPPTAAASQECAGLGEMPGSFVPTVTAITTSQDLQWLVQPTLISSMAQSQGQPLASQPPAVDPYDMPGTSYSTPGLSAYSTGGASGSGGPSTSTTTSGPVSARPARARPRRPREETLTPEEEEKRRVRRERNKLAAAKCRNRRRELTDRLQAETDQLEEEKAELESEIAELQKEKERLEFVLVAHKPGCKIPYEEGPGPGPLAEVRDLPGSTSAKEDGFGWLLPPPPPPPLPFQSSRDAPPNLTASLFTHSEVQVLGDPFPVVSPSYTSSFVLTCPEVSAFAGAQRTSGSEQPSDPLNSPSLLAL
Wnt bcat act = Wnt/beta-catenin pathway activators, primary screen, cell-based, plate reader, single point. AID 743398, 2014. hit rate 1.2% among 300,000. Wnt/beta-catenin reporter cell assay, activator. activation, % at 9.35 µM; in the data active = activation above about 30%, passing the limit was not always enough; inconclusive = no clear call, values can overlap the other calls;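 note: 0% = neutral control wells and 100% = positive control wells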
MITF TRPM1 HTS = activators of MITF-driven TRPM1 promoter reporter, primary screen, cell-based, SK-MEL-5, luciferase, single point; AID 588334, 2011; SK-MEL-5 TRPM1-promoter luciferase, 24 h; % of positive control, neutral wells = 0; activation, % at 12.5 µM; hit rate 0.75% among 300,000;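 active = mean activation of at least 80% with every replicate also reaching 80%; inconclusive = mean reaches 80% but some replicate falls short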;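 note: 0% = neutral control wells and 100% = parthenolide positive control wells; values of inactives mirror those of a sister screen read the other way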
cardiac RTF act = cardiac RTF calcium sensitivity activators, primary screen, biochemical, IANBD-TnC fluorescence, EC20 calcium; hit rate 0.24% among 340,000; Troponin I, cardiac muscle (Homo sapiens) + Troponin T, cardiac muscle (Homo sapiens) + …; activation, % at 7.2 µM; AID 493008, 2010; IANBD-labeled TnC RTF fluorescence at EC20 calcium; 0% EC20 calcium, 100% full calcium;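 active = activation above the mean over all tested compounds plus 3 SD, cut at about 30% in these data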;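 note: rise in fluorescence read as greater calcium sensitivity of cardiac thin filaments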
SR-BI HDL uptake = inhibitors of SR-BI mediated HDL lipid uptake, primary screen, ldlA[mSR-BI] cells, fluorescence, single point. Scavenger receptor class B member 1 (Mus musculus), Q61009. ldlA[mSR-BI] CHO cells, DiI-HDL uptake fluorescence, 3 h. inhibition, % at 12.5 µM. hit rate 0.96% among 320,000. AID 488896, 2010;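 active = mean replicate inhibition of at least 70% and a set share of replicates each scoring 70 or more; inconclusive = meets just one of the two criteria; inactive = fails both criteria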;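 note: 0% = median of neutral control wells and 100% = median of positive control wells; values of inactives mirror those of a sister screen read the other way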
SR-BI DiI-HDL act = activators of SR-BI mediated DiI-HDL uptake, primary screen, ldlA[mSR-BI] CHO cells, DiI fluorescence; 3 h; 100 = double the neutral-control signal; activation, % at 12.5 µM; hit rate 0.096% among 320,000;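 active = mean replicate activation of at least 60% and every replicate at or above 60%; inconclusive = mean or all-replicate condition met, but not both; inactive = mean below 60% and not all replicates reaching 60%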;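 note: 0% = median plate neutral-control signal and 100% = twice that signal; values of inactives mirror those of a sister screen read the other way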
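Material: SR-BI-overexpressing, LDLR-lacking CHO cells | Dosing: Single compound concentration, delivered by pin transfer | Probe or stimulus: Labelled HDL, 10 µg/mL | Signal: Bottom-read cell fluorescence after medium removal, ex 550/em 595 nm | Schedule: 3 h, 37 °C | Evaluation: HDL uptake via cellular fluorescence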
PvdQ acylase = P. aeruginosa PvdQ acylase inhibitors, primary screen, biochemical, fluorescence, plate reader and imaging, single point; purified PvdQ acylase; inhibition, % at 10 µM; PvdQ acylase [Pseudomonas aeruginosa LESB58]; hit rate 0.063% among 340,000; AID 488965, 2010; in the data active = inhibition above about 30%, passing the limit was not always enough; inconclusive = no clear call, values can overlap the other calls;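 note: 0% = vehicle neutral wells and 100% = reference inhibitor wells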
CDK5 p35 inh = inhibitors of human CDK5/p35 kinase, primary screen, biochemical, single concentration | Cyclin-dependent kinase 5 (Homo sapiens) + Cyclin-dependent kinase 5 activator 1 (Homo … | Recombinant CDK5/p35, ADP-Glo luminescence, 60 min | inhibition, % at 10 µM | hit rate 0.01% among 330,000 | AID 488839, 2010;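 active = highest replicate inhibition of at least 50% and at least 75% of replicates reaching 50%; inconclusive = only one of the two criteria met; inactive = both criteria failed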;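 note: plate controls were DMSO neutral control for no effect and GW8510 at 10 µM for full effect; many of its hits are not listed in these tables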
Target sequence (Q00535 whole entry, looked up): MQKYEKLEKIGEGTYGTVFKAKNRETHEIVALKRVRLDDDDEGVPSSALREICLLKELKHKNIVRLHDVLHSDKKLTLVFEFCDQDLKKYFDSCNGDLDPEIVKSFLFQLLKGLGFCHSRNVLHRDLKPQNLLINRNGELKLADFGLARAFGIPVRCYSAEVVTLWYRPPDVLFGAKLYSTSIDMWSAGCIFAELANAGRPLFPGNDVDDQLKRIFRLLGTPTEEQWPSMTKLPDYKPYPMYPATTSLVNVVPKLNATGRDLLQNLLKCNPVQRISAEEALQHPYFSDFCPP
Target sequence (Q15078 whole entry, looked up): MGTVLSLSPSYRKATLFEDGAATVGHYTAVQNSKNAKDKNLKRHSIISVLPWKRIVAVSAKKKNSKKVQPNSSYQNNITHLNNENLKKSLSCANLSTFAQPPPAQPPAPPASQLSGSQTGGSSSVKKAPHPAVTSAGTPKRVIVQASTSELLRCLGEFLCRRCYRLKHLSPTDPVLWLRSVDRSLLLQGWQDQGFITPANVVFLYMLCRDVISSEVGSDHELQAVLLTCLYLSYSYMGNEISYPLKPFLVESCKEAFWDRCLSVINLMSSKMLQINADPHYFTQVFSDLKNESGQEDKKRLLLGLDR
Starred values were filed as active, the others as inactive; u = inconclusive; x = no result given.

SMILES	SR-BI DiI-HDL act	HTR5A ag	Wnt bcat act	CDK5 p35 inh	PvdQ acylase	SR-BI HDL uptake	MITF TRPM1 HTS	Rtt109 Vps75	dFosB act	cardiac RTF act
CCOC1OC(=O)C(Cl)=C1Nc1ccccc1C (stereo not given)	5	-4	x	0.4	-2	-5	-15	15	-2	2
O=C(Nc1ccccc1Cl)NC1CCCCCCC1	12	6	16	-0.7	-18	-12	53	5	-7	-1
CC(=O)N1c2ccc(S(=O)(=O)N(C)CC(=O)NC3CCCCC3C)cc2CC1C (stereo not given)	-9	2	x	-0.3	-5	9	11	-7	-8	-1
Cc1ccc(Br)cc1S(=O)(=O)N1CCN(c2ccccc2)CC1	-32	4	0	1.1	-11	32	4	-1	-4	5
CC(=O)Nc1cccc(Oc2nc(C)cc(C)c2C#N)c1	-36	1	-3	-2.0	-7	36	-13	4	-4	9
Cc1ccc(CC(=O)N2CCOCC2)cc1	0	1	-7	1.7	-4	0	2	0	5	-1
CCCNC(=O)Cn1cnc([N+](=O)[O-])n1	1	-4	-1	-0.6	-13	-1	3	-5	2	-1
Oc1ccc(N2CCN(CC(O)c3ccccc3)CC2)cc1 (stereo not given)	5	0	-6	1.3	-6	-5	-7	-19	-8	1
COc1ccc(/C=N/NC(=O)c2cccs2)c2ccccc12	-12	10	6	0.1	0	12	70	4	-14	0
Cc1ccc(Oc2ccc(S(=O)(=O)N3CCOCC3)cc2C(N)=O)cc1C	-12	2	-1	-0.5	16	12	-9	11	-2	3
O=S(=O)(Nc1ccccn1)c1cccc(S(=O)(=O)c2ccc(Br)cc2)c1	10	5	-4	0.0	-9	-10	9	-14	-5	12
COc1cccc(NC(=S)NC(C)c2ccc(OC)c(OC)c2)c1 (stereo not given)	-20	0	0	2.3	-6	20	-10	-11	-13	5
Cc1cc(C)nc(Sc2ccc3nnc(C(F)(F)C(F)(F)C(F)(F)F)n3n2)n1	3	4	x	-1.6	-11	-3	-5	x	-4	-1
CCn1cc(CNC(=O)c2ccc(OC3CCN(Cc4ccccn4)CC3)cc2)cn1	4	6	0	0.0	-3	-4	-3	-1	6	-3
O=C(COC(=O)c1n[nH]c2ccccc12)Nc1ccc(Cl)cc1[N+](=O)[O-]	-9	2	-1	0.5	4	9	-2	x	-9	6
COc1cc(C(c2c(C)[nH][nH]c2=O)c2c(C)[nH][nH]c2=O)ccc1OC(C)C	x	-3	-2	0.9	-7	x	0	2	-11	3
COc1ccc(OC)c(NC(=O)CCOc2cccc(C)c2)c1	x	7	-6	-0.2	9	x	-12	3	-8	-7
Cc1nc2ccc(NC(=O)c3cc(S(=O)(=O)N(C)c4ccccc4)ccc3Cl)cc2s1	-42	4	x	0.2	-12	42	-7	-3	6	1
COc1ccc(-c2cc(C(=O)Nc3nc4ccccc4s3)c3ccccc3n2)cc1OC	-75	0	5	-1.1	-4	75*	-10	3	65*	0
O=C(Nc1cc(C(F)(F)F)ccc1N1CCCC1)c1cccnc1	2	0	x	-1.2	2	-2	x	x	0	-3

(cont.)
SMILES	SR-BI DiI-HDL act	HTR5A ag	Wnt bcat act	CDK5 p35 inh	PvdQ acylase	SR-BI HDL uptake	MITF TRPM1 HTS	Rtt109 Vps75	dFosB act	cardiac RTF act
CCN(CC)C(=S)SCC(=O)Nc1ncc2c(n1)CCCC2=O	22	-1	-1	0.5	5	-22	0	8	-1	-3
O=C(Nc1nnc(CSCc2ccc(F)cc2)s1)c1ccc([N+](=O)[O-])cc1	-6	10	x	0.1	-12	6	3	-4	-5	11
C=CCC[C@H](Cc1ccc(F)cc1)C(=O)OC[C@H](C)NC(=O)[C@H](CC=C)CC(=O)N(CCO)Cc1ccccc1	-10	-4	-6	2.4	-9	10	-6	0	3	2
Cc1noc(C)c1S(=O)(=O)N1CCCC(C(=O)NCCc2ccc(Cl)cc2)C1 (stereo not given)	-23	-3	x	-0.4	-8	23	7	-1	-4	1
COc1ccc(C2Nc3ccc(Br)cc3C(c3ccccc3)N2CC(=O)O)cc1 (stereo not given)	16	-1	0	-0.5	2	-16	-13	0	-2	-7
CC1Oc2ccccc2N(CC(=O)N2CCc3ccccc32)C1=O (stereo not given)	8	-4	x	-0.7	-11	-8	-10	1	-11	-2
Cc1nnsc1NC(=O)OCC(C)C	5	-2	x	-0.5	-7	-5	-3	-3	-1	5
CC1=C(C(N)=O)C(c2ccccc2[N+](=O)[O-])n2ncnc2N1 (stereo not given)	x	0	0	1.4	15	x	-15	4	0	-5
CCCOc1ccc(Cc2c(Cl)nc(SC)nc2NC)cc1	-1	3	-16	-0.9	2	1	-2	x	-4	-3
CCOc1ccccc1NC(=O)COC(=O)Cc1ccc(-c2ccccc2)cc1	10	7	0	-0.5	-11	-10	-2	-2	-13	1
COC(=O)[C@H](Cc1ccccc1)NC(=O)N(C)Cc1ccccc1	-5	3	6	0.2	-7	5	28	-6	2	-5
Cc1c(C(=O)N2CCCC2)c(S(=O)(=O)Nc2cccc(Br)c2)c(C)n1C	2	-2	1	-4.4	-27	-2	-3	-4	-4	3
Cc1ccc(C(=O)N2CCCC(N3CCN(c4ccccc4F)CC3)C2)s1 (stereo not given)	-6	2	1	1.1	-18	6	1	2	-1	3
O=C(NC1=NCCS1)c1cccc(S(=O)(=O)N2CCc3ccccc32)c1	0	-3	0	0.1	-13	0	-3	0	-1	3
O=C(COC(=O)c1ccc(Cl)c(S(=O)(=O)N2CCCC2)c1)NCc1ccccc1	-11	0	2	0.6	-15	11	8	1	-9	2
O=C(Cc1cccs1)NCc1cccc(CNC(=O)Cc2cccs2)c1	18	-3	-1	-1.6	-9	-18	18	-11	1	7
CSc1c[n+]2c(n1C)CCC2	-18	9	x	0.7	-9	18	-1	x	2	5
CSc1ccc(-c2nc(CSCC(=O)NC3CC3)c(C)o2)cc1	11	-1	5	0.8	6	-11	11	-20	-7	2
CCN1CCCC1CNC(=O)C(=O)NC(C)C (stereo not given)	16	-1	-2	-0.4	4	-16	8	11	-3	5
COc1ccccc1N(C)S(=O)(=O)c1ccc(C(=O)N2CCCC(C(F)(F)F)C2)cc1 (stereo not given)	17	-1	x	1.1	-3	-17	4	u	-8	-6

(cont.)
SMILES	SR-BI DiI-HDL act	HTR5A ag	Wnt bcat act	CDK5 p35 inh	PvdQ acylase	SR-BI HDL uptake	MITF TRPM1 HTS	Rtt109 Vps75	dFosB act	cardiac RTF act
Cc1ccc(N2CCN(c3ccc(C)cc3)C2c2ccccn2)cc1	11	-1	-1	0.6	-6	-11	7	1	-2	6
Cc1cccc(NC(=O)c2cccnc2)c1	-14	1	-1	0.8	1	14	9	-4	-9	-5
COc1ccc(OCCN2CCN(C3CC(=O)N(CCC(C)C)C3=O)CC2)cc1 (stereo not given)	36	-1	-1	-0.7	-15	-36	x	x	-5	3
Cc1ccc2nc(-c3ccc(NC(=O)c4cccnc4)cc3)oc2c1	-51	1	4	-4.2	-3	51	14	-29	-6	2
COc1ccc(-c2cc(-c3ccc(C)cc3)n[nH]2)c(O)c1	-49	5	55*	0.9	2	49	68	2	2	2
COc1cccc(C(=O)Nc2ccc(C(F)(F)F)n(C)c2=O)c1	-4	3	7	-4.0	-1	4	27	x	-9	3
CC1CCC2(CC1)NC(=O)N(CC(=O)NC1CCCCC1C)C2=O (stereo not given)	17	-3	-1	0.9	-6	-17	-9	-1	2	-7
Cc1ccc(NS(=O)(=O)c2ccc(NC(=O)[C@@H]3CCCC[C@@H]3C(=O)O)cc2)c(C)c1	9	-3	0	-0.1	0	-9	-8	17	-3	-8
O=C(CNCC1CCCCC1)Nc1ccc(OC(F)(F)F)cc1	11	3	1	0.5	-21	-11	1	-7	-8	6
NC(=S)N=Nc1c(O)[nH]c2ccccc12	11	2	x	1.7	11	-11	0	0	-2	8
COc1ccc(N2CC(C(=O)Nc3ccc4c(c3)OCCO4)CC2=O)cc1 (stereo not given)	-13	2	-4	1.3	13	13	10	10	-8	-9
O=C(O)[C@H](Cc1ccccc1)NC(=O)N1CCC(Cc2ccccc2)CC1	20	-2	-6	-1.8	-14	-2	7	5	0	4
O=C1CCN(Cc2ccccc2)S(=O)(=O)c2c(F)cc(F)cc21	-1	-3	-1	-0.8	-16	1	0	-6	-2	-1
COc1ccc2nc(Nc3nc(C)c(CCC(C)C)c(=O)[nH]3)nc(C)c2c1	-34	-3	x	-1.4	7	34	-8	17	-4	-4
COc1cccc(CN(C)C(=O)CSc2nc3ccccc3[nH]2)c1OC	x	1	4	2.0	3	x	11	7	-3	-4
Clc1cccc(CNCCNCc2cccc(Cl)c2)c1	32	3	-8	-1.4	-14	-32	1	6	-1	0
CCc1sc(C(=O)Nc2nc(C)cs2)cc1C	-47	2	25	1.3	-7	47	31	3	-20	-8
CCC(O)(c1ccccc1)C(CN1CCOCC1)c1ccccc1 (stereo not given)	36	4	1	-1.9	-5	-36	x	-3	-1	6
CSCC[C@H](NC(=O)OC(C)(C)C)C(=O)N/N=C/c1cc2ccc(C)cc2nc1Cl	4	-3	x	0.6	-12	-4	5	9	-5	7
O=C(O)CCCN=C1NC2(CCCC2)Cc2ccccc21	3	-5	x	1.3	-4	-3	-3	2	2	-1

Further records
SMILES	SR-BI DiI-HDL act	HTR5A ag	Wnt bcat act	CDK5 p35 inh	PvdQ acylase	SR-BI HDL uptake	MITF TRPM1 HTS	Rtt109 Vps75	dFosB act	cardiac RTF act
COc1cccc(CC2(CO)CCCN(Cc3ccc(OC)c(C)c3OC)C2)c1 (stereo not given)	-6	2	0	-1.3	-10	6	-6	2	2	-4
Cc1ccc(C)c(NC(=O)CSc2cccc3cccnc23)c1	x	3	-2	-0.2	-8	x	-10	-1	3	-3
O=Cc1cc([N+](=O)[O-])ccc1N1CCOCC1	-22	0	-2	-0.2	25	22	-6	13	-1	0
COc1ccc(C)c2sc(NC(=O)C3CC3)nc12	-10	-3	-1	1.3	-2	10	-7	5	0	-1
O=C(Cn1c(=O)oc2ccccc21)Nc1nnc(N2CCCCCC2)s1	10	-1	-4	-1.5	-16	-12	x	-10	-2	-1
COc1ccc(C(=O)O/N=C(\N)c2ccc(OC)c(OC)c2)cc1	-12	3	26	-2.7	-19	12	102*	0	-10	3
